Bioassay records: PubChem BioAssay, National Center for Advancing Translational Sciences (NCATS)
HCV inhibitor – blocks hepatitis C virus; Huh7.5.1 HCVcc-Cre infection, luciferase reporter, 44 h; Potency, µM (series often up to 41.8 µM), inactives show at the top dose activity change, negative = inhibition, hits mostly inhibitors; 3.4% of 340,000 active; AID 651820
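Whole-lifecycle infectious HCVcc-Cre system; cells 1,000/well, compound then virus (~0.5 moi) added 4 h after plating, 44 h culture. Luciferase read 15 sec following 15 min substrate incubation, room temp.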
Tb PYK inh – blocks Trypanosoma brucei pyruvate kinase; Q57TT1; TbPYK enzyme, Kinase-Glo Plus ATP luminescence, 45 min; Potency, µM (titrated, usually from 76.8 µM), without a hit: at the top dose activity, negative = inhibition, hits mostly inhibitors; 0.12% of 410,000 active; AID 624173; also: nearly all actives have a fitted effect of over 50% in size
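Luminescent Kinase-Glo Plus end-point after 45 min room-temperature reaction of T. brucei pyruvate kinase started with 130 uM ADP (final). Buffer TEA 50 mM pH 7.2 with KCl, MgCl2, BSA, Tween-20; titration-based qHTS with fitted concentration-effect curves.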
Sm TGR block – inhibitors of Schistosoma mansoni thioredoxin glutathione reductase. Q962Y6. purified TGR, DTNB reduction, TNB absorbance 405 nm. Potency, µM (series often up to 114 µM), without a hit: at the top dose activity change, negative = inhibition, actives largely listed as inhibitors. 3% of 360,000 active. AID 485364; also: nearly all actives have a fitted effect of over 60% in size
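First, TGR (20 nM dispensed) and NADPH were mixed with compound. Second, a 15 min room-temperature incubation followed. Third, further NADPH and then DTNB were added to start the reaction. Finally, TNB absorbance was monitored kinetically.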
LmPK inhibitor – inhibitors of Leishmania mexicana pyruvate kinase; purified LmPK, Kinase-Glo ATP luminescence, 1 h; AID 1721; 0.37% of 290,000 active; Q27686; Potency, µM (top dose mostly 57.5 µM), for inactives: at the top dose activity change, negative = inhibition, usual class: inhibitors
Target sequence (Q27686 whole entry, looked up): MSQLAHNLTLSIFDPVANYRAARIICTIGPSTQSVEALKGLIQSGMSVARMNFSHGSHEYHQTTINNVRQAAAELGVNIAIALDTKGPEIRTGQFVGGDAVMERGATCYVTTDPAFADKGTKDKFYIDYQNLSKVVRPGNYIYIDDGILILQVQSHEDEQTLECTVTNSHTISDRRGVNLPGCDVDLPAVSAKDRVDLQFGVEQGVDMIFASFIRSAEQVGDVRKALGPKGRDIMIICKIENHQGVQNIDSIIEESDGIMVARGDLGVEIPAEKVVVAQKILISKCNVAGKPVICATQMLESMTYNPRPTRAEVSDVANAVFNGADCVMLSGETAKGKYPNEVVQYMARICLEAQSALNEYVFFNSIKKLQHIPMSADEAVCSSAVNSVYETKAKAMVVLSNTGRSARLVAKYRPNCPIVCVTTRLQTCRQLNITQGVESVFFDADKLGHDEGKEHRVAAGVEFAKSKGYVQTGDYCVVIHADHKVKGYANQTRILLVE
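In 50 mM imidazole pH 7.2 with 7 mM MgCl2, LmPK (0.1 nM) turned over PEP (0.5 mM) and ADP (0.1 mM) for 1 h at room temperature. Luciferase read-out of ATP.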
* = called active by the depositor; nt = no result given; & = joins results of further samples; [ ] = another dose, or the depositor's remark. Calls follow the shape of the dose curve; as a rule, active = well fitted curve in the direction sought with a large enough effect; inconclusive = small, poorly fitted or top-dose-only effect, or another doubt; inactive = no such curve, though single readings can be large; an effect the other way counts as inactive or inconclusive. % is scaled to controls: 0 for no effect and ±100 for the full control effect; potency is read from the fitted curve at half-maximal effect. Only part of the results is shown. The share of hits here may be higher or lower than overall.

#1 C[C@@H]1C[C@H]2[C@@H]3C[C@H](F)C4=CC(=O)C(Cl)=C[C@]4(C)[C@@]3(F)[C@@H](O)C[C@]2(C)[C@@]1(O)C(=O)CO
#2 CC(=O)O[C@@]12CO[C@@H]1C[C@H](O)[C@@]1(C)C(=O)[C@H](O)C3=C(C)[C@@H](OC(=O)[C@H](O)[C@@H](NC(=O)OC(C)(C)C)c4ccccc4)C[C@](O)([C@@H](OC(=O)c4ccccc4)[C@H]21)C3(C)C
#3 CCc1cc(-c2n[nH]c(C)c2-c2ccc3c(c2)OCCO3)c(O)cc1O
#4 Cc1ccc(-n2nc(C(C)(C)C)cc2NC(=O)Nc2ccc(OCCN3CCOCC3)c3ccccc23)cc1
#5 CN(C)CCO[C@](C)(c1ccccc1)c1ccccn1
#6 NC(=O)c1ccc(-c2nc(-c3ccc4c(c3)OCO4)c(-c3ccccn3)[nH]2)cc1
#7 CC(=O)O[C@@]12CO[C@@H]1C[C@H](O)[C@@]1(C)C(=O)[C@H](O)C3=C(C)[C@@H](OC(=O)[C@H](O)[C@@H](NC(=O)OC(C)(C)C)c4ccccc4)C[C@@](O)([C@@H](OC(=O)c4ccccc4)[C@H]21)C3(C)C
#8 COC(=O)Nc1nc2ccc(S(=O)c3ccccc3)cc2[nH]1 (stereo not given)
Compound	1	2	3	4	5	6	7	8
HCV inhibitor	nt	nt	nt	nt	nt	nt	nt	nt
Tb PYK inh	nt	nt	0.0%	-5.3%	-4.6%	0.0%	-0.3%	3.8%
Sm TGR block	1.9%	-2.5%	nt	nt	nt	nt	nt	nt
LmPK inhibitor	9.5%	0.8%	nt	nt	nt	nt	nt	nt

Entries 7 to 8, quoted:
#7 CC(=O)O[C@@]12CO[C@@H]1C[C@H](O)[C@@]1(C)C(=O)[C@H](O)C3=C(C)[C@@H](OC(=O)[C@H](O)[C@@H](NC(=O)OC(C)(C)C)c4ccccc4)C[C@@](O)([C@@H](OC(=O)c4ccccc4)[C@H]21)C3(C)C
#8 COC(=O)Nc1nc2ccc(S(=O)c3ccccc3)cc2[nH]1 (stereo not given)
Compound	7	8
HCV inhibitor	nt	nt
Tb PYK inh	-0.3%	3.8%
Sm TGR block	nt	nt
LmPK inhibitor	nt	nt

Continued.
#9 Cc1cccc(C)c1NC(=O)c1cc(S(N)(=O)=O)c(Cl)cc1O
#10 Cc1ccc(Nc2c(F)cccc2Cl)c(CC(=O)O)c1
#11 CN1C(=O)CC(C)(c2ccccc2)C1=O (stereo not given)
#12 CO/N=C(\C(=O)N[C@@H]1C(=O)N2C(C(=O)O)=C(Cn3nnc(C)n3)CS[C@H]12)c1csc(N)n1
#13 CCCCCCCCCCCCCCCC(=O)O[C@@H]1CC(C)=C(\C=C/C(C)=C\C=C/C(C)=C\C=C\C=C(C)\C=C\C=C(C)\C=C\C2=C(C)C[C@@H](OC(=O)CCCCCCCCCCCCCCC)CC2(C)C)C(C)(C)C1
#14 C=CC(=O)Nc1cc2c(Nc3ccc(F)c(Cl)c3)ncnc2cc1OCCCN1CCOCC1
#15 CCOc1ccccc1NC(=O)CSc1nc2ccccc2c2nc(CCn3cncc3C)nn12
#16 COc1cc(C(=O)NC(c2ccccc2Cl)c2cc(Cl)c3cccnc3c2O)cc(OC)c1OC (stereo not given)
Compound	9	10	11	12	13	14	15	16
HCV inhibitor	nt	nt	nt	nt	nt	nt	nt	nt
Tb PYK inh	-3.9%	5.9%	-4.7%	-4.7%	1.6%	-8.0%	1.3%	-9.0%
Sm TGR block	nt	nt	nt	nt	nt	nt	-4.0%	5.5%
LmPK inhibitor	nt	nt	nt	nt	nt	nt	nt	nt

Profiles from above. Order of values: HCV inhibitor | Tb PYK inh | Sm TGR block | LmPK inhibitor
CO/N=C(\C(=O)N[C@@H]1C(=O)N2C(C(=O)O)=C(Cn3nnc(C)n3)CS[C@H]12)c1csc(N)n1 across the screens: nt | -4.7% | nt | nt
CN1C(=O)CC(C)(c2ccccc2)C1=O (stereo not given) across the screens: nt | -4.7% | nt | nt
COC(=O)Nc1nc2ccc(S(=O)c3ccccc3)cc2[nH]1 (stereo not given) across the screens: nt | 3.8% | nt | nt

The list continues:
#17 COc1ccc2c(CNCCc3ccccc3OC)c(C(=O)O)n(Cc3ccc(F)cc3Cl)c2c1
#18 Cc1nc2nc(NC(=O)c3cccc(Cl)c3)[nH]n2c(=O)c1Cc1ccccc1
#19 Cc1ccc(CNC(=O)C2CCN(S(=O)(=O)c3c(C)noc3/C=C/c3ccccc3F)CC2)o1
#20 COc1ccc(Cn2c(CCC(=O)Nc3cccc(OC)c3)nc3cccnc32)cc1
#21 Cc1cc(Cl)ccc1NC(=O)Cn1nc(C)c2c(C)n(-c3ccccc3)nc2c1=O
#22 Cc1cc(NC(=O)C2CCN(S(=O)(=O)c3ccc4[nH]c(=O)oc4c3)CC2)ccc1Br
#23 CC(C)(C)c1ccc(S(=O)(=O)c2cnc(SCC(=O)Nc3ccc(F)c(Cl)c3)[nH]c2=O)cc1
#24 Cc1ccc(Cc2c(C)nc3c(-c4ccccc4)c(C)[nH]n3c2=O)cc1
Compound	17	18	19	20	21	22	23	24
HCV inhibitor	nt	nt	nt	nt	nt	nt	nt	nt
Tb PYK inh	-2.9%	2.9%	2.4%	-2.6%	-5.1%	1.2%	4.1%	-0.4%
Sm TGR block	-8.0%	-2.6%	-3.1%	-0.2%	-11.1%	-5.1%	-1.5%	9.4%
LmPK inhibitor	nt	nt	nt	nt	nt	nt	nt	nt

Gathered by group: the entries above with an aryl methoxy group.
#16 COc1cc(C(=O)NC(c2ccccc2Cl)c2cc(Cl)c3cccnc3c2O)cc(OC)c1OC (stereo not given)
#17 COc1ccc2c(CNCCc3ccccc3OC)c(C(=O)O)n(Cc3ccc(F)cc3Cl)c2c1
#20 COc1ccc(Cn2c(CCC(=O)Nc3cccc(OC)c3)nc3cccnc32)cc1
Compound	16	17	20
HCV inhibitor	nt	nt	nt
Tb PYK inh	-9.0%	-2.9%	-2.6%
Sm TGR block	5.5%	-8.0%	-0.2%
LmPK inhibitor	nt	nt	nt

(cont.)
#25 COc1ccc(NC(=O)C2CCCN(c3nnc(C)c4c(C)n(-c5ccccc5)nc34)C2)cc1Cl (stereo not given)
#26 O=c1c(O[C@@H]2O[C@H](CO)C(O)C2O)c(-c2ccc(O)c(O)c2)oc2cc(O)cc(O)c12 (stereo not given in full)
#27 CC(=O)OCC(=O)C1(O)CCC2C3CCC4=CC(=O)C=CC4(C)C3(F)C(O)CC21C (stereo not given)
#28 O=C1c2ccccc2C(=O)c2c(O)c(O)cc(O)c21
Compound	25	26	27	28
HCV inhibitor	nt	17.7%	42.9%[activator]	14.0%&2.6%
Tb PYK inh	-2.3%	-11.0%	-6.1%	-11.6%
Sm TGR block	-6.5%	nt	nt	nt
LmPK inhibitor	nt	nt	nt	nt
